Assay outcomes: PubChem, Sanford-Burnham Center for Chemical Genomics
UPR XBP1 act: adaptive UPR (XBP1) activation; CHO-XBP1 luciferase reporter, IRE1-XBP1 UPR activation, luminescence; percent of tunicamycin response, DMSO as zero; hit rate 0.33% among 330,000; activation, % at 20 µM;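 active means versus positive control, 20 µM dose yields 30% or more activation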;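 further: 100% = tunicamycin at 10 µg/mL and 0% = DMSO only wells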
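Signal: luciferase luminescence; Assay system: CHO-XBP1 luciferase reporter cells; Amount: one thousand reporter cells per well; Dosing: 20 µM single concentration, DMSO 1%; Benchmarks: high control tunicamycin 10 µg/mL final, low control DMSO vehicle only; Schedule: 6 h compound exposure at 37 °C, 5% CO2; Evaluation: percent activation relative to tunicamycin reference.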
APJ antagonist: blocks the human apelin receptor APJ; P35414; CHO-K1 APJ beta-arrestin complementation, luminescence; inhibition, % at 20 µM; hit rate 0.32% among 330,000; AID 2521;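 active means inhibition above about 40% at 20 µM, limit read from the data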;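 further: cells challenged with 10 nM apelin-13 agonist together with compound; plate controls were apelin-13 plus DMSO wells for no effect and DMSO wells lacking apelin-13 for full effect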
CXCR6 inh: inhibitors of human CXCR6 receptor; O00574; CHO-K1 PathHunter CXCR6 beta-arrestin, luminescence; inhibition, % at 20 µM; hit rate 0.36% among 360,000; AID 602244; in the data active means inhibition above about 34%, passing the limit was not always enough;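 further: antagonist mode with CXCL16 agonist at 10 nM final; 0% = 10 nM CXCL16 with DMSO and 100% = unstimulated wells without agonist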
Target sequence (O00574 whole entry, looked up): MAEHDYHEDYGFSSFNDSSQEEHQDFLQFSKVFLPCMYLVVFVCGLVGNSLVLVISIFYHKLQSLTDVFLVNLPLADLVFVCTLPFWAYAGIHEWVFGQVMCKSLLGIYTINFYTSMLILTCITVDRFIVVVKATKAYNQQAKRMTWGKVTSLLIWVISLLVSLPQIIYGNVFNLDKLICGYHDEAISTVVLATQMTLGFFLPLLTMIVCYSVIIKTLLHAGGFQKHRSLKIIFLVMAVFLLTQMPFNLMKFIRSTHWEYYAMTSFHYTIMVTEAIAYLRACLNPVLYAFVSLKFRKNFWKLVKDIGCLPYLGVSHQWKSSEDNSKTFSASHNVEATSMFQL
Mdm2 MdmX PPI: human Mdm2/MdmX binding inhibition; AID 485346; SaOS-2 split-luciferase Mdm2/MdmX complementation, luminescence; inhibition, % at 8 µM; O15151+Q00987; hit rate 3% among 330,000;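 active means inhibition of at least 50% at 8 µM in the primary screen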
EBI2 antag: antagonists of human EBI2 receptor | P32249 | EBI2 beta-arrestin recruitment, luminescence, 7a,25-OHC stimulated | inhibition, % at 5 µM | hit rate 0.81% among 360,000 | AID 651636; in the data active means inhibition above about 38%;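 further: enzyme fragment complementation signal reports receptor beta-arrestin coupling in cells; 0% = agonist plus DMSO wells and 100% = wells without agonist; some results beyond the cut were filed as inactive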
Target sequence (P32249 whole entry, looked up, the tested form may be a part): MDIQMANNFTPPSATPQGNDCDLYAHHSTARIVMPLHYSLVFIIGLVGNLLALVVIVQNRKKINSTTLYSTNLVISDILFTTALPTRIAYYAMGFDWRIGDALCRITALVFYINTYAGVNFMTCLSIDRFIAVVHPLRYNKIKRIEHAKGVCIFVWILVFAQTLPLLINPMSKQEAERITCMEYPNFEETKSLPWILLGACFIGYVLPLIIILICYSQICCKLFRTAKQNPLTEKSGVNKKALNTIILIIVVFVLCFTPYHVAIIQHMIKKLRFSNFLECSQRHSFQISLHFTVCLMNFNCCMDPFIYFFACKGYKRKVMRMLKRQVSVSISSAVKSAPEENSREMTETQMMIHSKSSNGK
CCR6 antag: CCR6 (human) receptor antagonism | CHO-K1 CCR6 PathHunter beta-arrestin, luminescence, CCL20-stimulated | inhibition, % at 20 µM | hit rate 0.49% among 340,000 | AID 493098;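 active means compounds whose inhibition of the agonist-driven luminescence signal at 20 µM reaches about 50%, limit read from the data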;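 further: cells stimulated with CCL20 at 14 nM final; plate controls were DMSO with CCL20 for no effect and DMSO without agonist for full effect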
Target sequence (P51684 whole entry, looked up): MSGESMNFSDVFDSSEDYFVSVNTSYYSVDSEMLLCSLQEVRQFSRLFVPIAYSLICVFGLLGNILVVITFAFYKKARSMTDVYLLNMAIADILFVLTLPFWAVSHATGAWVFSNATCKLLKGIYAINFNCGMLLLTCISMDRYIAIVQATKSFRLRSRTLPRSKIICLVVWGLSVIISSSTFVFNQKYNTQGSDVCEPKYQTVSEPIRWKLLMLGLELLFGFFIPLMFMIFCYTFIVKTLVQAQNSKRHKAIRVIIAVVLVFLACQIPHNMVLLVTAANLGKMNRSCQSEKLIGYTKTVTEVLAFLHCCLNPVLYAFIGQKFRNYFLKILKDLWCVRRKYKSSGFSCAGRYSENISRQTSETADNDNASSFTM
UPR CHOP act: activators of apoptotic arm of unfolded protein response (CHOP). CHO-CHOP luciferase reporter, UPR activation, luminescence; percent of tunicamycin response over DMSO baseline. activation, % at 10 µM. hit rate 0.34% among 330,000. AID 449763;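 active means at 10 µM dose, activation of 40% or more, normalized to positive control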;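 further: 100% = tunicamycin at 10 µg/mL and 0% = DMSO alone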
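Material: CHO-CHOP cells, stable luciferase reporter of PERK-eIF2a-CHOP signalling; quantity: 500 reporter cells seeded per well; buffer or medium: F12 medium containing 10% fetal bovine serum; compound: one dose, 10 µM in 0.5% DMSO; incubation: 6 h compound treatment, 37 °C; measured by: Steady-Glo luciferase luminescence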
APJ ag: agonists of human APJ apelin receptor | P35414 | CHO-K1 APJ PathHunter beta-arrestin, luminescence; 0% DMSO wells, 100% apelin | activation, % at 20 µM | hit rate 0.11% among 330,000;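 active means activation more than six SD over the plate average, tested at 20 µM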;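 further: 0% = DMSO alone and 100% = apelin-13 at 10 nM; some results filed as inactive read as strong as hits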
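Test system: CHO-K1 APJ beta-arrestin complementation cell line | Compound: Single test compound dose, 20 µM final, 1% DMSO | Incubation: Compound 90 min 25 °C, reagent 1 h | Measured by: beta-gal luminescence | Read-out basis: APJ–arrestin association signal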
tim23-1 inh: growth inhibitors of tim23-1 mutant yeast; inhibition, % at 20 µM; S. cerevisiae tim23-1 growth, BacTiter-Glo luminescence, 24 h; hit rate 1.3% among 330,000;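 active means growth inhibition of the mutant yeast at or above 50%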;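 further: temperature-sensitive mutant grown at 25 °C; plate controls were DMSO-treated mutant yeast for no effect and medium wells lacking yeast for full effect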
Numbers without * were called inactive; / = no result given. Some of the compounds tested, so the mix of outcomes need not match the whole.

SMILES	UPR XBP1 act	APJ antagonist	CXCR6 inh	Mdm2 MdmX PPI	EBI2 antag	CCR6 antag	UPR CHOP act	APJ ag	tim23-1 inh
CCOc1ccc(N(CC(=O)N2CCN(c3ccccc3OC)CC2)S(=O)(=O)c2ccc(F)cc2)cc1	-10	29	10	25	17	-1	1.0	-2	27
COC(=O)c1ccc(C2/C(=C(/O)c3ccc(Cl)cc3)C(=O)C(=O)N2C2CCS(=O)(=O)C2)cc1 (configuration not stated)	-4	12	10	0	6	-1	7.0	-4	6
COc1cccc(C2(O)CCN(C(=O)C3CC3)CC2)c1	-1	14	4	27	-7	7	-1.2	-5	-3
C=CCNc1nc(C(=O)OCC(=O)Nc2cccc(SC)c2)cs1	0	10	-1	10	0	18	-0.7	-1	2
O=C(c1ccc2c3n(nc2c1)-c1ccccc1CO3)N1CCOCC1	1	8	-5	-25	-9	3	0.2	-1	49
CC(O)CC(C(=O)NNc1ccccc1)C(=O)NNc1ccccc1 (configuration not stated)	1	-5	7	-24	1	-2	-1.5	1	-3
O=C(CSc1nc2ccccc2s1)NNC(=O)Nc1ccc(Cl)c(Cl)c1	-1	-6	-3	-11	3	6	-2.5	-2	-13
O=C(COC(=O)Cc1ccsc1)Nc1ccc(Br)cc1	2	7	-13	5	1	1	0.1	-4	6
C=CCN1C(=O)N/C(=C/c2ccccc2OCC(=O)Nc2ccc(F)cc2)C1=O	2	16	0	11	-1	9	1.3	5	3
Cc1cc(C)n(/C(=C\N(C)C)C(=O)c2ccc(Cl)cc2)n1	2	-2	-2	9	3	0	3.1	0	15
CCC(C(=O)Nc1c2c(nn1C(C)(C)C)CS(=O)(=O)C2)c1ccccc1 (configuration not stated)	-2	-3	0	16	1	11	1.0	-6	-10
C=C(C)C1CC=C(C)/C(=N/Nc2ccccc2[N+](=O)[O-])C1 (configuration not stated)	1	11	8	-10	-9	1	1.3	-4	11
CC1Cc2cc(S(=O)(=O)N3CCCCC3)ccc2N1C(=O)C1CCC1 (configuration not stated)	-2	-9	3	10	-18	19	-1.3	-2	34
CCCCc1[nH]c(=O)c(C#N)c2c1CCCC2	-1	-17	-7	6	-11	-1	-2.1	-2	11
COc1cccc(CCNC(=O)CCc2nnc(-c3ccc4c(c3)OCO4)o2)c1	-8	8	0	-1	-10	2	1.2	-3	-2
CCOc1cc(/C=N/NC(N)=O)cc(Br)c1OCC(=O)Nc1ccccc1C	1	8	2	13	20	-9	2.1	5	5
COc1ccc(/C=C2\SC(=S)N(NC(=O)c3ccncc3)C2=O)cc1OC	-3	1	/	18	/	/	-0.8	-1	-4
COc1cc(C(C[N+](=O)[O-])c2c(-c3ccccc3)cc3ccccn23)cc(OC)c1OC (configuration not stated)	-4	-3	-3	55*	0	22	32	1	54*
COCc1ccc(CN2CCC(C(=O)Nc3cccc(-c4cccc(Cl)c4)c3)CC2)o1	0	-36	7	78*	4	26	1.8	21	-4
CCc1cccc(C)c1NC(=O)CCOc1ccccc1	-2	-24	3	16	8	12	3.5	1	17
CCOc1ccc(N(CC(=O)NCCSCc2ccc(Cl)cc2)S(C)(=O)=O)cc1	-3	-16	7	31	33	9	2.6	1	11
COc1ccccc1N(CC(=O)Nc1ccc(S(=O)(=O)N2CCOCC2)cc1)S(C)(=O)=O	0	7	1	-17	2	3	0.7	1	14
COc1ccc(C(=O)O)cc1Nc1cc(C)nc2ncnn12	-1	-36	-7	16	-1	-4	1.1	-1	7
CCc1cccc(NS(=O)(=O)c2ccc3c(c2)n(C)c(=O)n3C)c1	-4	-1	-5	35	-6	-4	-0.3	1	6
COc1cccc(OCc2cc(C(=O)N(C)C3CC(C)(C)NC(C)(C)C3)no2)c1	1	-10	1	-4	-1	14	1.6	3	9
Cc1cnc(SCc2cnc(C)nc2N)nc1	-1	4	-3	8	-3	3	0.3	-2	2
CN(CC(=O)Nc1ccccc1Cl)C(=O)COC(=O)Cc1c(F)cccc1Cl	-3	-2	-6	3	9	5	4.6	7	1
O=C(Nc1nccs1)C1C2/C=C\CCCCC21 (configuration not stated)	0	17	1	21	-4	15	0.8	-2	21
C/C(=N\NC(=O)c1nnn(-c2nonc2N)c1CN1CCCCC1)c1ccccc1O	-2	10	-16	51*	3	-5	-0.9	0	31
CC(SC1=NCCN1S(C)(=O)=O)c1ccccc1 (configuration not stated)	-3	5	4	10	-2	3	-1.2	-5	0
O=[N+]([O-])c1ccc(N2CCCC2)cc1NC(c1ccccc1)c1ccccc1	-4	8	13	4	-3	2	-2.5	2	-9
O=S(=O)(c1ccc(NC(=S)N/N=C/c2cccc(Oc3ccccc3)c2)cc1)N1CCOCC1	2	12	13	35	36	36	0.3	-2	-1
N#CC(C#N)=Cc1cc2ccccc2nc1N1CCOCC1	-3	21	4	5	-7	2	0.9	-2	49
CCn1c(=O)c(-[n+]2ccccc2)c(O)c2ccccc21	-1	12	-2	30	-8	5	3.0	-18	7
Cc1nnc(Oc2ccccc2)c2ccccc12	1	-12	0	20	1	-8	1.5	-3	11
CCNc1oc(-c2cccc3ccccc23)nc1C#N	3	5	0	-17	10	-4	4.5	-4	5
CCS(=O)(=O)N1CCCC(C(=O)NC2CCCC2)C1 (configuration not stated)	2	2	3	-1	5	-9	-1.3	0	-2
C=CCN=C1CC(C)(C)CC(=O)/C1=C(/O)CCC(=O)OC	3	1	2	2	-2	-6	8.0	2	0
CCc1ccc(N2C(=O)CC(N3CCN(c4ccccn4)CC3)C2=O)cc1 (configuration not stated)	1	-2	15	18	0	13	0.3	-2	-8
CCN(Cc1nc2ccccc2c(=O)[nH]1)C(=O)COc1ccccc1-c1ccccc1	2	-1	-3	4	-1	14	0.3	-2	27
O=C(O)/C=C/c1cccc(NC(=O)c2ccccc2)c1	0	15	9	-19	2	6	-0.3	4	13
O=C(CSc1nnc(-c2ccccc2)n1Cc1ccco1)Nc1ccc(S(=O)(=O)N2CCCC2)cc1	-3	-1	2	41	2	1	-0.6	-2	19
CSc1ccc(C2(O)Cc3cccc[n+]3C2c2ccccc2)cc1 (configuration not stated)	-2	-17	-2	-16	-3	4	1.3	-1	12
NC(=O)Cn1c(=O)n(CCCC(=O)NC2CCN(Cc3ccccc3)CC2)c(=O)c2ccccc21	-2	-4	-16	9	-6	22	-1.9	3	-4
CCOC(=O)C1=CN(Cc2ccc(OC)cc2)C=C(C(=O)OCC)C1c1cccs1	-2	-4	8	40	-1	25	0.8	-3	17

Single records, as listed above. Values in the order: UPR XBP1 act	APJ antagonist	CXCR6 inh	Mdm2 MdmX PPI	EBI2 antag	CCR6 antag	UPR CHOP act	APJ ag	tim23-1 inh
`CCNc1oc(-c2cccc3ccccc23)nc1C#N` is entered as 3	5	0	-17	10	-4	4.5	-4	5
`O=C(O)/C=C/c1cccc(NC(=O)c2ccccc2)c1` is entered as 0	15	9	-19	2	6	-0.3	4	13
`CCS(=O)(=O)N1CCCC(C(=O)NC2CCCC2)C1` (configuration not stated) is entered as 2	2	3	-1	5	-9	-1.3	0	-2

Remaining list, next part:
SMILES	UPR XBP1 act	APJ antagonist	CXCR6 inh	Mdm2 MdmX PPI	EBI2 antag	CCR6 antag	UPR CHOP act	APJ ag	tim23-1 inh
CCOC(=O)c1c(CSc2ccccc2)oc2cc(Br)c(O)c(CN(C)C)c12	1	-8	6	32	7	15	-0.1	-2	17
C=CCn1c(=O)/c(=C2/Sc3cc(OC)ccc3N2C)s/c1=C1\C(=O)N(CC)C(=S)N1C	12	50*	/	23	/	/	6.4	-9	20
CCOC(=O)c1c(C)n(C)c2cc(Br)c(O)c(O)c12	-1	-25	-22	9	0	0	4.0	1	17
O=C(OCC(=O)N1CCN(c2ccccc2)CC1)c1ccc(Cl)cc1[N+](=O)[O-]	-4	-82	-16	14	8	9	2.1	5	18
CCCCc1ccc(-c2csc(/C(C#N)=C/c3ccco3)n2)cc1	0	-23	0	-17	8	12	0.7	-1	9
O=S(=O)(NCCS(=O)(=O)N1CCN(c2ccccc2)CC1)c1ccc(F)cc1	-1	14	-7	24	10	8	1.8	-3	-12
COc1ccc(CCNC(=O)CSCc2ccc(C)cc2)cc1OC	-2	17	-6	4	-1	10	1.0	-2	23
COC(=O)c1c(C(=O)OC)c(-c2ccc(Cl)c(Cl)c2)n2c1CCC2	-5	27	11	25	8	5	-2.6	-2	37
NC(=O)COC(=O)c1ccc2noc(-c3ccccc3)c2c1	-6	0	-2	6	3	-7	4.0	1	8
O=C(Nc1ccc([N+](=O)[O-])cn1)c1cc(-c2cccc(Br)c2)nc2ccccc12	1	-27	-1	35	-12	11	0.0	1	8
Cc1sc2ncn(CC(=O)NCCN3CCOCC3)c(=O)c2c1S(=O)(=O)N1CCC(C)CC1	-3	13	3	-1	-8	0	-2.1	3	-2
Cc1cccc(OCC(=O)OCC(=O)c2c(N)n(C)c(=O)n(C)c2=O)c1	0	-11	-16	-6	-3	-10	-0.5	6	-5
CSc1nc(-c2ccccc2)nc(NC(=O)C(C)C)c1C(C)=O	-6	-6	-12	12	3	9	-1.0	-2	39
COc1ccc(-c2ocnc2C(=O)N2CCN(C(c3ccccc3)c3ccccc3)CC2)cc1	-1	8	7	7	15	24	-2.6	-3	10
CCC(C)[C@@H](CN(N=O)[C@@H](Cc1ccccc1)CN(C)N=O)N(CCc1ccccc1)N=O (some centres not stated)	-3	10	-1	5	8	5	-0.3	-1	8
O=C1N=c2ccccc2=C1c1sc(=S)n(Cc2ccccc2Cl)c1O	-1	-10	-8	14	16	-2	-0.5	8	20
COc1ccc2c(c1OC)C(=O)N1c3ccccc3COC21 (configuration not stated)	-3	8	7	-91	3	-10	2.0	0	23
CCC(c1ccccc1)c1nc(-c2cccnc2)no1 (configuration not stated)	-1	-20	-4	11	-2	1	3.5	-1	7
COc1ccc(N2CCN(C(=O)CNC(=O)c3ccco3)CC2)cc1	0	9	-2	-24	-16	9	0.2	-1	-11
Cc1cccc(NC(=S)Nc2cccc3ccccc23)c1	12	-115	6	12	2	12	2.3	16	34
COCCCN1C(=O)C(=O)/C(=C(/O)c2ccc(S(=O)(=O)N3CCOCC3)cc2)C1c1cccc(Cl)c1 (configuration not stated)	-5	17	5	2	7	2	-1.6	-1	4
CCc1nc2ccc(C(=O)N(C)CC(=O)Nc3ccccc3C(F)(F)F)cc2nc1CC	0	15	-1	13	-4	8	2.0	-2	7
Cc1cc(=O)c(C(=O)O)nn1-c1ccccc1Cl	3	17	-1	-15	-9	-21	-0.5	-1	9
Cc1ccc(NC(=O)CN2C(=O)COc3ccc(C)cc32)nc1	-3	20	-8	15	-8	-22	-2.1	5	24
CCc1ccc(OCC(=O)NNC(=O)c2c(CC)noc2C)cc1	0	-51	-4	13	-6	7	1.1	1	-4
